Assay outcomes as filed in PubChem.
Mdm2 ligase inh: blocks human Mdm2 ubiquitin ligase activity; 0.11% of 210,000 active; signal enhancement, % at 5 µM; Q00987; cell-based MDM2 ubiquitination luciferase reporter, 2 h; 0 = plate control, 100 = twice control, blank-subtracted;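 active = signal enhancement of 30% or more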;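 also: luminescence tracks abundance of the self-degrading MDM2-luciferase fusion protein; higher signal means inhibition of MDM2 E3 ligase activity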
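Test system: stable mammalian line carrying autodegrading MDM2–luciferase fusion reporter; quantity: 2000 cells in each well; times: 4 h cell settling then 2 h compound exposure, 37 °C; detection: luminescence with SteadyLite reagent, 15 min at room temperature; evaluation: percent signal gain over controls, blank-subtracted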
Runt-SMMHC FRET: Runt domain-CBFb-SMMHC interaction inhibition; Cerulean-Runt/Venus-CBFb-SMMHC FRET ratio 530/480, 1 h; inhibition, % at 20 µM; 0.74% of 220,000 active; AID 1434;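 active = mean inhibition across duplicate retests at 20 µM reaching about 50%, limit read from the data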;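 also: 0% = DMSO wells and 100% = wells with excess untagged CBFb-SMMHC; inhibitors lower the FRET ratio by blocking Runt binding to CBFb-SMMHC; some results filed as inactive read as strong as hits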
Tb hexokinase: blocks Trypanosoma brucei hexokinase 1 activity. AID 1430. 0.11% of 220,000 active. recombinant TbHK1, G6PDH-coupled NADH A340. inhibition, % at 10 µM;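 active = inhibition of 50% or more in the single-dose primary screen; inactive = inhibition below 50%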
p47phox inh: p47phox (human) inhibition; P14598; p47phox/p22phox peptide binding, fluorescence polarization, 2 h; inhibition, % at 24.7 µM; 0.53% of 220,000 active; AID 1274;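 active = inhibition above about 30%, limit read from the data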;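 also: 0% = p47phox with labelled peptide and 100% = labelled peptide alone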
Target sequence (P14598 whole entry, looked up): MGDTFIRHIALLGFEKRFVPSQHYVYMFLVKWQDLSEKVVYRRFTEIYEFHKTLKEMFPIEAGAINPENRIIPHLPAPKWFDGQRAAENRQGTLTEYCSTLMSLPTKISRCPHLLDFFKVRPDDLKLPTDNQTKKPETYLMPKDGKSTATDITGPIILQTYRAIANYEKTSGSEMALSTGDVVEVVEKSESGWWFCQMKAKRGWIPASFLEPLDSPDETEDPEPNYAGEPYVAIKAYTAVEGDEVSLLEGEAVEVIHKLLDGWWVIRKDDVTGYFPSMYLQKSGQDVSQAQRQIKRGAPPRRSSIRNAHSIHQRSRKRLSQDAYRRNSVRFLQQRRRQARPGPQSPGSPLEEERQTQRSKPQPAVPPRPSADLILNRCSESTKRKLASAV
Runt-CBFb FRET: blocks binding of human RUNX1 Runt domain to CBFb. AID 1496. 0.46% of 220,000 active. Q01196+Q13951. Cerulean-Runt/Venus-CBFb FRET ratio 530/480, 1 h. inhibition, % at 20 µM;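 active = inhibition over about 50% at 20 µM in the single-dose screen, limit read from the data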;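 also: 0% = DMSO wells and 100% = excess unlabeled CBFb competitor control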
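test system = Cerulean-Runt domain fusion protein, energy donor | probe or stimulus = Venus-CBFb binding partner, 100 nM | incubation = two 1 h room-temperature incubations shielded from light | detection = fluorescence energy transfer, 422 nm excitation, 530/480 nm emission | measure = loss of energy transfer signal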
14-3-3 Bad inh: disrupts binding of bovine 14-3-3 zeta to phospho-Bad peptide. P63103. TR-FRET 14-3-3zeta/Dy647-pBad peptide displacement, 1 h. inhibition, % at 21.7 µM. 0.71% of 220,000 active. AID 781;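 active = inhibition above about 70%, limit read from the data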;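 also: 0% = full 14-3-3 plus peptide FRET controls and 100% = background without 14-3-3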
L929 necroptosis: blocks zVAD induced death of L929 cells; L929 zVAD necroptosis rescue, ATP luminescence, 24 h; with zVAD 60 µM; viability rescue, % at 10 µM; 0.38% of 220,000 active;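 active = activation, scaled between plate controls, above about 75%, limit read from the data; inactive = activation under that limit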;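 also: 0% = zVAD with DMSO and 100% = DMSO alone without zVAD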
Hck-Nef inh: inhibitors of human Hck kinase activated by Nef. 0.68% of 220,000 active. Recombinant Hck-YEEI plus Nef, Z-Lyte FRET kinase assay. AID 463187. inhibition, % at 20 µM;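 active = Hck-Nef kinase inhibition above about 50%, limit read from the data; inactive = inhibition below that limit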;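 also: 0% = DMSO with Hck plus Nef and 100% = Hck alone without Nef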
Target sequence (P08631 whole entry, looked up): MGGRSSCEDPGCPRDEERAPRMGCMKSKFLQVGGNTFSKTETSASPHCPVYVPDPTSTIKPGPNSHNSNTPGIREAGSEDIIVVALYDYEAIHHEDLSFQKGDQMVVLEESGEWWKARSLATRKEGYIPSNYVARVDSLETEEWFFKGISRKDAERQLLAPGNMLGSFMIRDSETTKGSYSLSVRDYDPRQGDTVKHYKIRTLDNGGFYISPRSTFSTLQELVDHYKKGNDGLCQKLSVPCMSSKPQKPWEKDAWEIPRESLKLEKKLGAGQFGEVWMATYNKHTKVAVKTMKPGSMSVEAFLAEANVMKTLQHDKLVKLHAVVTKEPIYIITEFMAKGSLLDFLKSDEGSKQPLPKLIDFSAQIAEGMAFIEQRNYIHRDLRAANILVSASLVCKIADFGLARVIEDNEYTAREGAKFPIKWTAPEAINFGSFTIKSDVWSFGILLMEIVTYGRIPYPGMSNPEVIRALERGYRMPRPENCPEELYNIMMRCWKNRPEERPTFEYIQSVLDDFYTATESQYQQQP
EBV gp42 inh: inhibitors of Epstein-Barr virus glycoprotein 42 | Fluorescence polarization binding assay, mP read-out | inhibition, % (tested at 21.74 µM) | 0.42% of 220,000 active | AID 1085; in the data active = inhibition above about 50%
* marks the source's active call; other numbers are inactive results; · = no result given; & = joins results of further samples; ! = not confirmed by another sample; [ ] = remark or other dose. Outcome played no part in choosing rows. About 3.2% of those tested had a hit in this group.

structure,Mdm2 ligase inh,Runt-SMMHC FRET,Tb hexokinase,p47phox inh,Runt-CBFb FRET,14-3-3 Bad inh,L929 necroptosis,Hck-Nef inh,EBV gp42 inh
Cc1ccc(-n2c(=O)c3sccc3n(CC(=O)NC3CCCCC3)c2=O)cc1,-9,0,-2,-4,-2,-2,0.9,19,-10
CC(C)(C)c1ccc(OC(=O)c2ccc3snnc3c2)cc1,13,2,-2,-8,3,3,0.0,2,-19
C/C(=N\NC(=O)c1ccc2c(c1)OCO2)c1ccco1,-42,-1,-23,1,1,-11,0.7,19,-2
Cc1cc(S(=O)(=O)Nc2c(C)ccc3nsnc23)ccc1F,0,0,23,-7,-1,-8,-0.5,-15,-13
Cc1cc(Cl)ccc1OCC(=O)NCCOC(=O)Nc1sc(=S)n(C)c1C,-7,2,-7,-11,0,0[fluorescence artefact?],1.0,0,-2
CC1=C(C(=O)OC(C)C)C(c2cccnc2)C2=C(CCCC2=O)N1 (stereo not given),-5,43,-8,-5,17,-2[fluorescence artefact?],1.0,17,-19
Cc1ccc(Cn2c(N/N=C/c3ccncc3)nc3c2c(=O)n(C)c(=O)n3C)cc1,-8,-3,-56,-10,-1,1,1.4,-7,-14
Cc1onc(-c2ccccc2)c1C(=O)NNC(=S)NC(=O)c1ccc(Cl)cc1Cl,-11,2,2,-4,3,-4,1.7,1,-9
CCCCC#Cc1cncc(C(=O)N/N=C/c2cccc(OC)c2)c1,-17,0,-16,-5,-2,-8,0.6,16,-6
CCCc1ccc(Oc2c(-c3ccc(O)c(C)c3O)n[nH]c2C)cc1,-9,0,0,-10,-1,0,0.2,-1,6
CCCOc1ccc(OCCN2CCCC(C)C2)cc1 (stereo not given),0,4,10,-4,-3,51[fluorescence artefact?],·,11,-8
CCOC(=O)c1ccc(N=Nc2c(C)c(C#N)c(O)[nH]c2=O)cc1,-6,-27,-6,0,-29,6,0.0,36,-3
CCCCC(=O)Nc1ccc(NC(=S)NC(=O)c2ccco2)cc1OC,-9,-3,-30,-9,1,-4,0.6,16,-12
O=C(NCc1nnc(SCC(=O)N2CCOCC2)o1)c1cccs1,-11,-4,-1,-1,0,-5,3.5,5,-11
Cc1ccc(S(=O)(=O)N2CCCN(c3nccc(C(F)(F)F)n3)CC2)cc1,7,-1,-3,-5,-4,1,-0.6,28,-7
Cc1ccccc1N1C(=O)CN(Cc2sccc2C)C1=S,6,0,30,-2,-1,-9,-0.6,3,-10
Cc1ccc2c(CC(=O)NCC(C)(C)N3CCOCC3)coc2c1,-10,-6,-1,-14,-2,-9,-1.0,23,-30
COc1ccc(CC(=O)OCc2nnc(C3COc4ccccc4O3)o2)cc1OC (stereo not given),·,-1,-1,1,-1,10,-0.1,0,-9
CCCn1c(Nc2ccccc2C)nc2ccccc21,-8,-3,3,-1,-1,-1,0.4,2,20
O=C(NCc1ccncc1)C1CCCCC1,-24,0,4,0,0,-9,0.0,1,-16
COc1ccc(C(=O)c2c[nH]c(C(=O)NCC3CCCO3)c2)cc1 (stereo not given),-19,-6,-7,2,1,9,0.2,1,-27
CCOCCCNC(=O)Cc1ccc(F)cc1,1,3,1,-4,-3,0,0.3,5,-19
O=C(O)c1ccccc1-c1ccccc1C(=O)Nc1ccc(-c2nc3cc(Cl)ccc3o2)cc1,-3,-14,-35,-44,-34,-13,0.5,40,-10
CCOC(CNC(=O)c1ccc2nc(N3CCC(C)CC3)sc2c1)OCC,-24,-2,-11,-7,-3,-4,2.0,0,-3
CSc1ccccc1C(=O)Nc1cccc(C(C)O)c1 (stereo not given),-7,-6,5,-11,0,16,-1.1,3,-18
COc1cc(CCCN2C(N)=NC[C@@H]2Cc2ccc(O)cc2)cc(OC)c1OC,-2,-1,-10,3,0,-5,-0.5,27,-10
CCOC(=O)C(=O)N=Nc1c(O)n(C)c2ccccc12,-4,-1,-20,7,1,-7,24,16,3
CCCNC(=O)COC(=O)/C(C#N)=C/c1cc(C)n(CCC)c1C,-28,-2,2,3,-2,0,1.4,24,-2
Cc1cc(C2=NNC(=NCCc3ccccc3)SC2)c(C)n1-c1c(C)n(C)n(-c2ccccc2)c1=O,·,-10,-37,-39,4,8,-0.5,22,-22
COc1ccc(-c2nnn(CC(=O)c3ccccc3)n2)cc1OC,-26,2,-3,-10,-3,1,5.2,3,-15
COc1ccc(CNC(=O)CN(Cc2ccccc2)S(=O)(=O)c2ccc(Cl)cc2)cc1,9,2,4,5,-1,6,1.1,1,1
CCn1c(SCc2cc(=O)n3ccsc3n2)nc2ccccc21,-13,-13,-1,-9,-1,-11,2.1,6,24
Cc1cccc(C)c1NC(=S)N(Cc1cccnc1)Cc1ccccc1Cl,-11,0,-4,-9,0,-11,1.6,19,-6
COc1ccc(OC)c(NC(=O)CCN2CCC(C)CC2)c1,-7,1,0,44*,2,6[fluorescence artefact?],0.7,1,3
CC(C)CCNC(=O)CCSCCC(=O)NCCC(C)C,-1,-3,-1,-8,-6,-6,0.4,1,-3
CCOC(=O)c1c(-c2ccc(F)cc2)csc1NC(=O)CCN1C(=O)c2ccccc2C1=O,-7,3,0,-27,-1,-1[fluorescence artefact?],1.2,1,-14
CS(=O)(=O)N(CC(=O)NCCSc1ccc(Cl)cc1)c1ccc2c(c1)OCO2,-13,1,-7,-12,-1,9,0.1,2,-9
COc1ccc(NC(=O)c2ccc(CNS(=O)(=O)c3cccc(OC)c3)cc2)cc1,-4,3,-9,-4,3,2,0.3,12,-20
COc1ccc(OC)c(N2C(=O)CC(Cc3ccc(Cl)cc3)C2=O)c1 (stereo not given),·,0,-2,2,-2,-13[fluorescence artefact?],-0.2,7,4
O=[N+]([O-])c1cccc(Cl)c1N1CCOCC1,-1,4,-3,0,-2,-19,0.2,4,11
COc1ccccc1N(CN1CCCC1=O)C(=O)c1c(F)cccc1F,-5,2,0,-8,1,-5,1.4,6,1
CC(Sc1nncs1)C(=O)Nc1ccc(Cl)cn1 (stereo not given),-15,-3,-1,-1,0,6,0.9,2,-17
Cn1nc(C(=O)NCc2ccccn2)c2ccccc2c1=O,-14,·,4,4,·,-9[fluorescence artefact?],0.1,2,-21
NNC(=O)c1nn(-c2ccccc2)cc1O,-19,0,-10,0,0,27,1.4,22,-12
CC(=O)N(C)c1ccc(NC(=O)c2ccc([N+](=O)[O-])cc2Cl)cc1,1,2,-5,-1,-2,2[fluorescence artefact?],0.1,2,5
Nc1nnnn1N=C1CCCCC1,-12,-3,8,5,-1,1[fluorescence artefact?],-0.3,2,-11
CCCCC(CC)CNC(=O)c1ccc2c(c1)OCO2 (stereo not given),1,-1,7,-3,1,-13,0.5,0,9
O=C(N/N=C/c1ccc(N2CCOCC2)cc1)c1cccs1,-15,-5,-38,-14,-2,-8,2.2,16,-17
CCn1cnc2sc(C(=O)N3CCN(c4ccc(OC)cc4)CC3)c(C)c2c1=O,-7,5,-2,-9,-1,7,0.0,2,-3
CC(=O)/C=C(/C)NC(Cc1c[nH]c2ccccc12)C(=O)O (stereo not given),2&-3,-4&-2,51*!,-5&-1,-2&-4,-14&-5,0.0&-0.1,11&6,-8&-20
O=C(NC(=S)NNS(=O)(=O)c1ccccc1)c1cccnc1,-1,2,5,8,20,-12,2.2,33,0
CC1CCCCN1S(=O)(=O)c1ccc(C(=O)Nc2nnc(-c3ccncc3)o2)cc1 (stereo not given),-4,-3,-23,-6,-1,-27,0.5,15,-4
O=C(NCc1ccco1)c1ccc(COCC(F)(F)F)cc1,-7,-2,-5,-2,-1,-9,-0.3,0,-12
CCOC(=O)N1CCC(Nc2c(-c3ccc(C)cc3)c(=O)c2=O)CC1,-9,-3,-50,2,0,9[fluorescence artefact?],0.4,1,-9
Cc1ncsc1CCOC(=O)C12CC3CC(CC(C3)C1)C2,-15,2,0,3,-1,3,0.3,2,-20
CCOc1ccc(CN2CCNC(=O)C2CC(=O)NCCc2ccccn2)cc1 (stereo not given),-8,1,2,2,1,-12,0.1,2,7
CCn1c(=O)cc(OCC(=O)Nc2ccccc2C#N)c2ccccc21,-13,0,-5,1,0,7,0.0,22,-12
Cc1ccc(S(=O)(=O)N2CCCN(S(=O)(=O)c3ccc(C)cc3)CC2)cc1,-9,-3,5,-5,-2,-2,-0.4,0,-4
Nc1nnnn1/N=C/c1ccc(N2CCCCC2)c([N+](=O)[O-])c1,-11,-2,-19,-18,-2,-7,-0.5,4,-4
CCOC(=O)N1CCN(S(=O)(=O)c2c(C)[nH]c(=O)[nH]c2=O)CC1,-15,-3,-3,-2,1,0,0.5,-10,-11
CN(C)c1ccc(P(=O)(Nc2ccccc2)N2CCOCC2)c(NC(=O)c2cccs2)c1 (stereo not given),3,3,-8,-16,-3,1[fluorescence artefact?],0.6,4,6
Cc1ccc(-c2ccc(/C=N/n3cnnc3)o2)cc1Cl,0,0,-44,-10,0,1[fluorescence artefact?],0.0,2,-14
O=C(O)c1c2c(nc3ccc(Cl)cc13)CCC2,-10,0,4,5,0,4,0.8,22,1
